LDHA inh: inhibitors of human lactate dehydrogenase A. P00338. purified LDHA, NADH/diaphorase-resazurin fluorescence; hits give low values. activity change, % (values are at about 110 or 230 µM). 480,000 tested, 0.15% active. AID 1347041; in the data active = activity change below about -30%; inconclusive = mostly about -25% to -30%;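 note: plate controls were DMSO wells for no effect and wells without enzyme for full effect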
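Resorufin fluorescence (ex540/em590), read at 0 and 20 min after diaphorase/resazurin addition, reports the NADH left after a 5 min room-temperature reaction of 2 nM human LDH5 with 0.06 mM NADH and 0.2 mM pyruvate.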
Vif-APOBEC3G blk: blocks the Vif interaction with human APOBEC3G. Q9HC16. HeLa A3G-eYFP + Vif (tagged APOBEC3G with the HIV-1 protein that degrades it), YFP fluorescence, overnight. Potency, µM (titrated, usually from 46.1 µM), inactives show at the highest dose activity, negative = active, actives largely listed as inhibitors. 410,000 tested, 0.076% active. AID 602310;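 note: potency is the fitted concentration of half-maximal effect; % is set by controls: 0 for no effect and ±100 for the full control effect; nearly all actives have a fitted effect of over 60% in size; hits raise eYFP signal because A3G escapes Vif-driven loss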
Target sequence (Q9HC16 whole entry, looked up): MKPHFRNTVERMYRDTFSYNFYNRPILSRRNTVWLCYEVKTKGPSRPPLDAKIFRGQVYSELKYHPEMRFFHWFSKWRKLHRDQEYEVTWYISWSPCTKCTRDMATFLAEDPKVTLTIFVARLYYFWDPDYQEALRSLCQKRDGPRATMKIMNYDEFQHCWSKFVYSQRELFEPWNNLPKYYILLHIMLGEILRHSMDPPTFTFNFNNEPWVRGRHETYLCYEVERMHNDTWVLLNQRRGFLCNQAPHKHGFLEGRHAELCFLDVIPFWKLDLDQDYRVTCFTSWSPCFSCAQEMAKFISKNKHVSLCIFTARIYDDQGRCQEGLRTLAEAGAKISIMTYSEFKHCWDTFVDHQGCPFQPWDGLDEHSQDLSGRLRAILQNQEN
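Read-out is eYFP fluorescence (Ex 488/Em 500-530) from Vif-expressing HeLa A3G-eYFP cells; more signal means A3G escaped Vif-mediated degradation. Cells plated overnight, compound pinned in, incubated overnight at 37 deg C.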
GRP78 ERSR act: inducers of ER stress response in human glioma cells; U87-MG GRP78 promoter luciferase reporter, 16 h; Potency, µM, for the others: top-dose activation, usual class: activators; 420,000 tested, 0.02% active; AID 602332; note: potency is the fitted concentration of half-maximal effect; series mostly up to about 76 µM; % of control where 0% means no effect; nearly all actives have a fitted effect of over 35% in size
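Stably transfected U87-MG human glioma cells carrying a GRP78-based luminescent sensor were seeded at 1000 cells/well, pin-dosed with compounds and incubated 16 h. Luciferase reagent was then added, and end-point luminescence was read after 10 min at room temperature.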
* = called active by the depositor; ? = inconclusive; & = joins results of further samples. Unless noted, calls come from the whole dose curve; as a rule, active = well fitted curve in the direction sought with a large enough effect; inconclusive = small, poorly fitted or top-dose-only effect, or another doubt; inactive = no such curve, though single readings can be large; an effect the other way counts as inactive or inconclusive. An excerpt. The share of hits here may be higher or lower than overall.

Below each SMILES – LDHA inh, Vif-APOBEC3G blk, GRP78 ERSR act
- CCc1ccc(C(O)c2ncc(-c3ccc(C)cc3)[nH]2)cc1 (centres undefined)
→ -7, -4%, -1%
- COc1ccc(CNC(=O)N2CCc3nc(Nc4cc(OC)c(OC)c(OC)c4)ncc3C2)cc1
→ -1, -10%, -3%
- CC(=O)Nc1cc(-c2ccc(C(=O)N3CCOCC3)cc2)cn2c(-c3ccccc3)cnc12
→ 2, -2%, 5%
- C#Cc1ccc(NC(=O)C2(C)CCN2C(=O)C/C=C/c2ccccc2)cc1 (centres undefined)
→ -3, -2%, -3%
- O=C(NC1CCCCC1)C(c1cc2ccccc2o1)N1CCOCC1 (centres undefined)
→ -13, 2%, -1%
- CC(=O)OC[C@@H]1CN(Cc2ccccc2)C[C@H](n2cnc3c(N4CCN(c5ccccc5)CC4)ncnc32)O1
→ -5, -3%, -3%
- COCCNC(=O)C1(C)CCCN(Cc2ccc(OCc3ccccc3)cc2)C1 (centres undefined)
→ -3, -3%, -3%
- CN1OC[C@@H]2CN(Cc3ccccc3)[C@H](c3ccc(N4CCCCC4)cc3)C[C@@H]21
→ 0, -2%, -3%
- CCOC(=O)C1=CCC(c2cccc3ccccc23)N(S(=O)(=O)c2ccc(C)cc2)C1 (centres undefined)
→ -5, 2%, -1%
- CCc1nc2ccc(C(=O)N(C)CCN(C)C)cn2c1N(C)CCC(C)C
→ -2, -1%, -3%
- O=S(=O)(Nc1ccc(O)c2ncccc12)c1ccccc1F
→ 10&28, -8%, 5%
- CC(C)Oc1ccc(F)cc1-c1cc(C(=O)NCc2cc(C(F)(F)F)cc(C(F)(F)F)c2)[nH]n1
→ -9, -2%, -6%
- C[C@H]1CN([C@@H](C)CO)C(=O)CCCn2cc(nn2)CO[C@@H]1CN(C)C(=O)c1ccc(N2CCN(C)CC2)cc1
→ -6, -2%, -3%
- CCC(c1nc2ccccc2[nH]1)N(Cc1cccnc1)C(=O)c1cc(-c2ccccc2)on1 (centres undefined)
→ -5, 1%, 0%
- O=c1oc2cc(O)ccc2cc1-c1nc2ccccc2o1
→ -2, ?, -1%
- CC(C)Oc1cc(F)ccc1-c1cc(C(=O)Nc2cccc(Cl)c2)[nH]n1
→ -3, 3%, 0%
- CCN(CC)C(=O)c1csc([C@@H]2O[C@H](CO)[C@H](O)[C@H](O)[C@H]2O)n1
→ -6, 1%, -2%
- CC1(Cc2ccc(OC(F)(F)F)cc2)C(=O)Nc2c(Cl)ccc(Cl)c21 (centres undefined)
→ -2, -16%, -9%
- COc1ccc(C(O)c2nc(-c3cccc(F)c3)cs2)cc1 (centres undefined)
→ -1, -4%, 2%
- CCCS(=O)(=O)NC(=O)C1(C)CCN(C(=O)c2ccccc2OC(C)=O)C1 (centres undefined)
→ -1, 4%, -1%
- CCc1nc2ccc(C(=O)NCCOc3ccc(OC)cc3)cn2c1N(CC)Cc1ccc(OC)c(OC)c1
→ 4, -6%, -1%
- COc1cccc(C(=O)c2ccccc2C(=O)O)c1
→ -7, -1%, -3%
- CCCS(=O)(=O)NC(=O)C1(C)CCCN(C(=O)c2c(OC)cccc2OC)C1 (centres undefined)
→ -8, 0%, -2%
- OC(c1ccccc1)(c1nc(/C=C/c2ccccc2)cs1)C(F)(F)F (centres undefined)
→ 0, -12%, -5%
- CC(=O)Oc1ccccc1Cn1c(C)c(C(=O)NCCC#N)sc1=O
→ -2, 0%, -1%
- CC1(C(=O)Nc2ccccc2Br)CCN1C(=O)Cc1ccccc1Cl (centres undefined)
→ -3, -2%, 0%
- Cc1ccc(Cc2c(-c3ccc(F)cc3)nc3c(Cl)cc(C(F)(F)F)cn23)cc1
→ -5, -2%, -4%
- OC[C@@H]1CN(Cc2ccc(F)cc2)C[C@H](n2cnc3c(NCc4ccco4)ncnc32)O1
→ 0, -3%, -2%
- O=c1[nH]c(=S)[nH]c2c1C(c1ccc(F)cc1)OC(C1CCCCC1)C2 (centres undefined)
→ -15, -3%, -3%
- CN1CCN(C2CN(CCc3ccccc3)S(=O)(=O)C2)CC1 (centres undefined)
→ -1, -1%, -6%
- Cc1cc(O)ccc1Nc1cc(-c2cccc(N(C)C)c2)ncn1
→ -8, -5%, 7%
- CC(C)[C@H](COC=O)NC(=O)[C@H]1O[C@@H](n2ccc(N)nc2=O)[C@H](O)[C@@H]1O
→ -5, 2%, -2%
- CC1(C(=O)NCc2ccccc2Br)CCN1C(=O)C1(c2ccc(Cl)cc2)CC1 (centres undefined)
→ -3, -1%, -1%
- COC(=O)Cc1ccc(OC2(C)CCN(Cc3ccc4c(c3)OCCO4)C2)cc1 (centres undefined)
→ -5, 3%, -3%
- Cc1cc(C)c2c(CN3CCN(c4ccccc4F)CC3)cc(=O)oc2c1
→ -3&-9, -1%, -3%
- Cc1ccc2nc(-c3ccco3)c(CC(C)(C)C)n2c1
→ 0, -8%, 2%
- OC[C@@H]1CN(Cc2ccc(-c3ccccc3)cc2)C[C@H](n2cnc3c(N4CCOCC4)ncnc32)O1
→ -5, -3%, -2%
- CCCC(=O)N1CCC1(C)C(=O)Nc1ccc(OC)c(OC)c1 (centres undefined)
→ -2, -1%, -4%
- Cc1cc2oc(=O)cc(CN3CCCCC3)c2cc1Cl
→ -13, 4%, -2%
- O=C(NCc1ccccc1Cl)c1ccc2nc([C@H]3C[C@H](O)[C@@H](CO)O3)[nH]c2c1
→ -4, -2%, -1%
- N#Cc1cccc(NC(=O)c2cc(C3CCCCN3S(=O)(=O)c3ccccc3)on2)c1 (centres undefined)
→ 2, 0%, 0%
- COc1ccccc1Cc1c(C2CCCCC2)nc2ccc(C)cn12
→ 0, ?, -4%
- COc1c(C)cc(C(O)c2ncc(-c3cccc4ccccc34)[nH]2)cc1C (centres undefined)
→ -3, -17%, -5%
- COc1ccc(C(=O)Nc2cccc(NC(C)=O)c2)cc1
→ -1, -2%, -4%
- CC(C)c1ccc(CNc2nc(NCC3CC3)nc3ccsc23)cc1
→ -8, -10%, -12%
- COc1ccccc1C(NC(=O)C1CCN(CCOc2ccc(Cl)cc2)CC1)c1ccccn1 (centres undefined)
→ 0, 0%, -1%
- Oc1ccc(C[C@H]2CNC(=S)N2C[C@H]2CCCN2C[C@H](Cc2ccccc2)N2C[C@H](Cc3ccc(O)cc3)N(CCc3ccccc3)C2=S)cc1
→ -13, -15%, -2%
- OC(c1ccc(F)c(F)c1)c1ncc(-c2cccc(F)c2)[nH]1 (centres undefined)
→ -1, -3%, 2%
- CCCc1nc2c3ccccc3ccn2c1Cc1ccccc1
→ -4, -7%, 0%
- CCc1nc2ccc(C(=O)N3CCN(S(=O)(=O)CC)CC3)cn2c1N(C)Cc1cccs1
→ -9, -2%, -1%
- Cc1ccc(Cc2c(C3CCCCC3)nc3c4ccccc4ccn23)cc1
→ -1, -21%, -2%
- CCN(CC)C(=O)c1cccc(-c2csc(C(O)c3cccc(OC)c3)n2)c1 (centres undefined)
→ -7, 3%, -1%
- O=C(Cn1cc(COc2ccc3ccccc3c2)nn1)NS(=O)(=O)c1cccc(OC(F)F)c1
→ -3, -1%, -4%
- CC(C)Oc1cc(F)ccc1-c1cc(C(=O)NCCCn2ccnc2)[nH]n1
→ -10, 0%, -2%
- CC(=O)Nc1cc(-c2ccc(C(=O)NC3CC3)cc2)cn2c(-c3cccc(C(C)=O)c3)cnc12
→ -5, ?, ?
- CC(=O)Nc1cncc(-c2cccc(C(=O)NC3CC3)c2)n1
→ -8, 0%, -1%
- COC(=O)Cc1ccc(OC2(C)CCN(Cc3ccccc3)C2)cc1 (centres undefined)
→ 2, 0%, -2%
- COc1ccccc1CNc1nc(NCCN2CCNC2=O)c2sccc2n1
→ -8, -2%, 0%
- Cc1ccc(S(=O)(=O)N2C[C@H]3[C@H]4C(=O)N(Cc5ccccc5)C(=O)[C@H]4CC(=O)[C@H]3[C@@H]2c2cccc3ccccc23)cc1
→ -5, 2%, -3%
- COc1ccc(CN2C(=O)C(CC(=O)NC3CC3)CC(C(=O)N3CCOCC3)=C2C)cc1 (centres undefined)
→ -2, 1%, -6%

Remaining list, next part
Below each SMILES – LDHA inh, Vif-APOBEC3G blk, GRP78 ERSR act
- O=c1cc(CN(Cc2ccccc2)Cc2ccccc2)c2c(ccc3ccccc32)o1
→ -2, 1%, -2%
- Cc1cnc(C)c(Nc2nc(C(N)Cc3ccc(F)cc3)cs2)n1 (centres undefined)
→ -9, -9%, -6%
- CC1(C(=O)NS(=O)(=O)c2ccc(F)cc2F)CCN1C(=O)C/C=C/c1ccccc1 (centres undefined)
→ -8, -2%, -5%
- CC1(C(=O)NS(=O)(=O)C2CC2)CCCN(C(=O)/C=C/c2ccccc2)C1 (centres undefined)
→ -9, -3%, 0%
- Cc1cncc(NCc2ccc3c(c2)OCO3)n1
→ -6, -3%, 3%
- COc1ccc(OC)c(S(=O)(=O)NC(=O)C2(C)CCN2C(=O)Cc2ccccc2)c1 (centres undefined)
→ -8, 4%, -3%
- CC1(C(=O)NS(=O)(=O)c2cccs2)CCN1C(=O)c1ccccc1CCc1ccccc1 (centres undefined)
→ 3, -1%, -1%
- COc1ccc(-c2coc3c(C(=O)NCC4CC4)cccc23)c(C)c1
→ -2, -16%, -1%
- C(=C\c1ccccc1)/CN1CCN(C(c2nnnn2C2CCCCC2)C2CC2)CC1 (centres undefined)
→ -4, 0%, -3%
- COc1ccc(S(=O)(=O)NNS(=O)(=O)c2ccc(OC)c(OC)c2)cc1OC
→ -81*, 0%, -1%
- Cc1cc(F)cc(-c2cc(C(=O)NCc3ccc(C(F)(F)F)cc3)[nH]n2)c1
→ -4, -6%, -4%
- CC(C)C[C@H]1CNC(=O)C(=O)N1CC1CCN(CC2CCC(C)CC2)CC1 (some centres undefined)
→ -10, -3%, -4%
- CCc1nc2ccc(C(=O)NCc3ccc(OC)cc3)cn2c1N(C)C(=O)Cc1ccccc1
→ 0, -2%, -4%
- COc1cc(CCN(C(C)=O)C2C(=O)Nc3ccccc3N=C2c2ccc3c(c2)OCO3)cc(OC)c1 (centres undefined)
→ 0, -5%, 2%
- CN(C)c1ccc(CNC(=O)C2(C)Cc3c(-c4cccc(C(F)(F)F)c4)ccnc3O2)cc1 (centres undefined)
→ 0, -16%, 3%
- Cc1cn([C@H]2C[C@H](O)[C@@H](/C=C/C(=O)NCc3ccccc3)O2)c(=O)[nH]c1=O
→ -12, 0%, -2%
- CCCNC(=O)c1cc(C2CCCCN2C(=O)c2ccc(C#N)cc2)on1 (centres undefined)
→ -18, 0%, -2%
- CC1(C(=O)NCc2cccc3ccccc23)CCN1Cc1cccc2c1OCO2 (centres undefined)
→ 1, 0%, -1%
- Cc1cn([C@H]2C[C@H](O)[C@@H](CCC(=O)NCCc3ccc4ccccc4c3)O2)c(=O)[nH]c1=O
→ -5, -3%, -1%
- COc1ccc(CNC(=O)c2cccc3c(-c4cccc(C(N)=O)c4)coc23)cc1OC
→ -11, -8%, -8%
- CC(=O)NC(c1ccco1)c1cc(Cl)c2cccnc2c1O (centres undefined)
→ 2, ?, -4%
- CN[C@H]1C[C@H]2c3cc(Oc4ccccc4C)ccc3CCN2C(=O)[C@H]1[C@H](C)O
→ -2, -4%, -2%
- CCC(c1nnnn1C(C)(C)C)N1CCN(C/C=C/c2ccccc2)CC1 (centres undefined)
→ -4, -2%, -3%
- CC(C)CNc1ncnc2c1ncn2[C@H]1CN(Cc2ccc(F)cc2)C[C@@H](CO)O1
→ 1, 3%, -4%
- Clc1cccc(Cc2c(-c3ccco3)nc3ccc(Cl)cn23)c1
→ -5, ?, -13%
- Cn1nc(C2CC2)cc1NC(=O)C1(C)CCN1C(=O)Cc1ccc(-c2ccccc2)cc1 (centres undefined)
→ -1, -8%, -2%
- COc1ccc(Cc2c(C(C)(C)C)nc3ccc(Cl)cn23)c(C)c1
→ -1, 0%, -3%
- CCCCN(C)c1c(C)nc2ccc(C(=O)N(CC)CCN(C)C)cn12
→ -6, 2%, 0%
- CS(=O)(=O)c1cccc(-c2ccc3nncn3c2)c1
→ -7, -1%, -2%
- CCCS(=O)(=O)NC(=O)C1(C)CCN(C(=O)c2ccc(SC(F)(F)F)cc2)C1 (centres undefined)
→ -4, 1%, -4%
- CS(=O)(=O)Nc1cccc(NC(=O)c2cccc3c(-c4ccc(F)c(F)c4)coc23)c1
→ -6, -6%, -2%

Complete entries from above. Values in the order: LDHA inh, Vif-APOBEC3G blk, GRP78 ERSR act
`CCCCN(C)c1c(C)nc2ccc(C(=O)N(CC)CCN(C)C)cn12` across the screens: -6, 2%, 0%
`CCC(c1nnnn1C(C)(C)C)N1CCN(C/C=C/c2ccccc2)CC1` (centres undefined) across the screens: -4, -2%, -3%
`Cc1ccc(S(=O)(=O)N2C[C@H]3[C@H]4C(=O)N(Cc5ccccc5)C(=O)[C@H]4CC(=O)[C@H]3[C@@H]2c2cccc3ccccc23)cc1` across the screens: -5, 2%, -3%

High-throughput results: PubChem, National Center for Advancing Translational Sciences (NCATS)
